Screening data from PubChem.
TbPYK inhibitor – qHTS of Trypanosoma Brucei Inhibitors | TbPYK enzyme, Kinase-Glo Plus ATP luminescence, 45 min | Potency, µM (doses to about 76.8 µM), inactives show at the top dose activity, negative = inhibition, actives largely listed as inhibitors | 410,000 tested, 0.12% active | AID 624173, 2012; further: potency means the concentration at half of the fitted maximal effect; on the % scale 0 is the no-effect control and ±100 the full control effect; nearly all actives have a fitted effect of over 50% in size
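TbPYK + substrate in 50 mM TEA pH 7.2, 100 mM KCl, 10 mM MgCl2, 0.05% BSA, 0.01% Tween-20; cpd pinned; ADP 130 uM final; 45 min RT; Kinase-Glo Plus 10 min; luminescence endpoint.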
HCV inhibitor – qHTS Assay for Inhibitors of Hepatitis C Virus (HCV) | Huh7.5.1 HCVcc-Cre infection, luciferase reporter, 44 h | Potency, µM (doses to about 41.8 µM), for inactives: at the highest dose activity change, negative = inhibition, actives largely listed as inhibitors | 340,000 tested, 3.4% active | AID 651820, 2012; further: potency means the concentration at half of the fitted maximal effect; on the % scale 0 is the no-effect control and ±100 the full control effect
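Reporter virus HCVcc-Cre (~0.5 moi) infects cells exposed to compound; seeding density 1,000 cells/well with 4 h settling beforehand. Luminescence, 15 sec read, taken 44 h post-infection following a 15 min RT substrate incubation.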
Shiga inhibitor – A qHTS for Small Molecule Inhibitors of Shiga Toxin. Vero cells, Shiga toxin protein synthesis inhibition reporter. inhibition, % at 38.7 µM. 290,000 tested, 9.2% active; in the data active means inhibition mostly above about 28%, no sharp cut-off; inactive means mostly below about 43%; further: 0% is about no effect
Pf growth 96h – Primary qHTS for delayed death inhibitors of the malarial parasite plastid, 96 hour incubation | P. falciparum luciferase reporter growth, 96 h | Potency, µM (top dose mostly 28.7 µM), for the others: at the top dose activity change, negative = inhibition, hits mostly inhibitors | 320,000 tested, 6.9% active; further: potency means the concentration at half of the fitted maximal effect; on the % scale 0 is the no-effect control and ±100 the full control effect
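Plates of compound plus infected erythrocytes (2% hematocrit, 0.05% parasitemia final) incubate 96 hours, 37 C, 5% CO2. Detection reagent added; reduced luminescence from the parasites' luciferase reporter flags inhibition.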
CHX counter – Cycloheximide Counterscreen for Small Molecule Inhibitors of Shiga Toxin; AID 2314, 2010; max response, %; 300,000 tested, 12% active; cell reporter, cycloheximide protein synthesis inhibition counterscreen; in the data active means max response mostly above about 13%, no sharp cut-off; inactive means mostly below about 14%; further: read at 38.3 µM for the half of the compounds with a filed dose; 0% is about no effect
Pf growth 48h – Primary qHTS for delayed death inhibitors of the malarial parasite plastid, 48 hour incubation; P. falciparum luciferase growth in erythrocytes, 48 h; Potency, µM (top dose mostly 28.7 µM), without a hit: at the top dose activity change, negative = inhibition, most hits filed as inhibitors; 310,000 tested, 5.9% active; further: potency means the concentration at half of the fitted maximal effect; on the % scale 0 is the no-effect control and ±100 the full control effect
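Parasite viability was followed by luminescence of a genomically integrated firefly luciferase. Cultures held 0.1% parasitemia at 2% hematocrit (final), incubated under 5% CO2 at 37 C.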
LmPK inhibitor – qHTS Assay for Inhibitors of Leishmania Mexicana Pyruvate Kinase (LmPK); Q27686; purified LmPK, Kinase-Glo ATP luminescence, 1 h; Potency, µM (doses to about 57.5 µM), for the others: at the highest dose activity change, negative = inhibition, most hits filed as inhibitors; 290,000 tested, 0.37% active; AID 1721, 2009; further: potency means the concentration at half of the fitted maximal effect; on the % scale 0 is the no-effect control and ±100 the full control effect
Target sequence (Q27686 whole entry, looked up): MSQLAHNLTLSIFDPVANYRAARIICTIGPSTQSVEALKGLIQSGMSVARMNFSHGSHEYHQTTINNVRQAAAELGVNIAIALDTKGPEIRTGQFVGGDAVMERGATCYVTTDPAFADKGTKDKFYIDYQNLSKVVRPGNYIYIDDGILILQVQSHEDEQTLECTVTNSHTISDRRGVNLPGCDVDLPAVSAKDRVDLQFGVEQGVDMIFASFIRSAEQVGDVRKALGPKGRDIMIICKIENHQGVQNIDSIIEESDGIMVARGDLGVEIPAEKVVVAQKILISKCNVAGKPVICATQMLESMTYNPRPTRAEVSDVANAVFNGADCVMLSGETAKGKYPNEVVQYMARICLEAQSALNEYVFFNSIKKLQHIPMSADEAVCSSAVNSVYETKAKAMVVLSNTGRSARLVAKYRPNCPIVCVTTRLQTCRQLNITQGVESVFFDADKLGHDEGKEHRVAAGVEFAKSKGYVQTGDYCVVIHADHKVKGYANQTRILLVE
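0.1 nM LmPK, 0.5 mM PEP, 0.1 mM ADP; 50 mM imidazole pH 7.2, 7 mM MgCl2, 50 mM KCl; 1 h RT. Kinase-Glo luminescence readout, normalized to no-enzyme (full inhibition) and uninhibited wells.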
The depositor's hits bear a star; ? = inconclusive; . = no result given; [ ] = another dose, or the depositor's remark. Unless noted, the call rests on the fitted dose curve; in most records, active means well fitted curve in the direction sought with a large enough effect; inconclusive means small, poorly fitted or top-dose-only effect, or another doubt; inactive means no such curve, though single readings can be large; an effect the other way counts as inactive or inconclusive.

SMILES	TbPYK inhibitor	HCV inhibitor	Shiga inhibitor	Pf growth 96h	CHX counter	Pf growth 48h	LmPK inhibitor
CCOc1ccccc1Nc1ncnc2ccccc12	3%	10µM*	12	-20%	-3	7%	1%
CN1CC=C(/C=C/c2ccc(-c3ccccc3)cc2)CC1	2%	?	84*	13µM*	43*	?	3%
N#Cc1ccccc1N=C1CCCN1Cc1ccccc1	4%	2%	40	?	10	33%[activator]	5%
O=C(CN1CCOCC1)Nc1nc(-c2ccccc2)cs1	-2%	-5%	27	8%	11	.	6%
Cc1ccc(CCNC(=O)C2=CCN(S(=O)(=O)c3ccccc3)CC2)cc1	-6%	-12%	-3	?	13	-28%	0%
Fc1ccc(CN2CCCN(Cc3nc(-c4ccc5c(c4)OCO5)no3)CC2)cc1	-4%	-14%	12	10%	15*	-13%	5%
O=C(CSc1nc2ccc([N+](=O)[O-])cc2[nH]1)NCCc1ccccc1	2%	-1%	-11	54%[activator]	-2	?	9%
O=C(COC(=O)c1ccc([N+](=O)[O-])o1)Nc1cccc(S(=O)(=O)N2CCOCC2)c1	3%	13%	7	?	7	-4%	-1%
Cn1c(CN2CCN(C(=O)c3ccc(F)cc3)CC2)nc2cc([N+](=O)[O-])ccc21	-11%	-22%	-6	13µM*	-5	?	3%
CC1CCN(c2nc(N(C)c3ccccc3)nc(N)c2[N+](=O)[O-])CC1	5%	?	27	2%	11*	?	2%
CC1(C)O[C@@H]1COc1c2ccoc2cc2oc(=O)ccc12	-10%	2%[8.37 µM]	-11	4%	-5	17%	0%
S=C(NCCSCc1ccc(Cl)cc1)Nc1ccccc1	7%	-2%	-3	?	-2	?	-3%
O=C(CCCCCn1c(=O)[nH]c2ccccc2c1=O)NCCc1c[nH]c2ccccc12	.	?	10	?	9	8.3µM*	0%
Cc1nc(N2CCN(Cc3ccc4c(c3)OCO4)CC2)[nH]c(=O)c1C	-3%	-1%	-12	?	3	10%	-3%
CC(C)Oc1cccc(C(=O)C2CCCN(C(=O)CCn3cnnn3)C2)c1 (stereo unspecified)	-5%	-12%	28	7%	13	12%	6%
Cc1ccc(C)c(N(C(=O)CNC(=O)c2ccco2)C(C(=O)NC2CCCC2)c2ccncc2)c1 (stereo unspecified)	6%	13%	-9	?	-7	-13%	2%
Cc1ccc(NC(=S)NCCN2CCOCC2)cc1C	0%	16%	-12	56%[activator]	-1	32%[activator]	0%
Cc1nnc(NC(=O)c2c(F)c(F)c(F)c(F)c2F)s1	0%	4%	-7	.	-1	-1%	0%
C=CCn1c(-c2cccnc2Cl)nc2cc(Cl)c(Cl)cc21	2%	-9%	39	?	8	-3%	3%
Nc1ccc(C(=O)N2CCN(S(=O)(=O)c3ccc4c(c3)OCCCO4)CC2)cc1[N+](=O)[O-]	-5%	?	.	?	.	?	.
NC(N)=N/N=C/c1cccc([N+](=O)[O-])c1O	-18%	4%	-3	-15%	6	?	-8%
COc1ccc([N+](=O)[O-])cc1NC(=O)Nc1ccccc1	-6%	?	-3	0%	-2	0%	1%
O=C(CN1CCN(c2ccccn2)CC1)N1CC(O)CO1 (stereo unspecified)	0%	5%	15	24%	14	10%	-1%
Cc1ccccc1NC(=O)c1cccc(N2C(=O)C3CCC(C)CC3C2=O)c1 (stereo unspecified)	-13%	16%	2	?	0	-1%	0%
NC(=O)c1ccccc1N=Cc1ccccn1	.	8%	-4	?	-2	3%	2%

Continued; the last 7 above are carried over.
SMILES	TbPYK inhibitor	HCV inhibitor	Shiga inhibitor	Pf growth 96h	CHX counter	Pf growth 48h	LmPK inhibitor
C=CCn1c(-c2cccnc2Cl)nc2cc(Cl)c(Cl)cc21	2%	-9%	39	?	8	-3%	3%
Nc1ccc(C(=O)N2CCN(S(=O)(=O)c3ccc4c(c3)OCCCO4)CC2)cc1[N+](=O)[O-]	-5%	?	.	?	.	?	.
NC(N)=N/N=C/c1cccc([N+](=O)[O-])c1O	-18%	4%	-3	-15%	6	?	-8%
COc1ccc([N+](=O)[O-])cc1NC(=O)Nc1ccccc1	-6%	?	-3	0%	-2	0%	1%
O=C(CN1CCN(c2ccccn2)CC1)N1CC(O)CO1 (stereo unspecified)	0%	5%	15	24%	14	10%	-1%
Cc1ccccc1NC(=O)c1cccc(N2C(=O)C3CCC(C)CC3C2=O)c1 (stereo unspecified)	-13%	16%	2	?	0	-1%	0%
NC(=O)c1ccccc1N=Cc1ccccn1	.	8%	-4	?	-2	3%	2%
Cc1ccc(S(=O)(=O)NC(C)(C)C)cc1C(=O)OCC(=O)N1CCCC1=O	4%	5%[8.37 µM]	.	-1%	.	7%	.
CCN(Cc1nc2cc(Cl)ccc2c(=O)[nH]1)C(=O)c1cc(C2CC2)nn1-c1ccccc1	0%	10%	.	?	.	?	.
CCOC(=O)CC(N)c1ccc2c(c1)OCO2 (stereo unspecified)	0%	3%	-13	4%	1	26%	1%
CCN1C(=O)[C@H]2[C@@H](c3ccc(C)cc3)N3C(=O)N(c4ccc(OC)cc4)C(=O)[C@@]3(Cc3ccc(Cl)cc3)[C@H]2C1=O	4%	-4%	9	?	-3	-29%	0%
O=C1CC(NS(=O)(=O)c2ccccc2)CN1c1ccc2c(c1)OCCO2 (stereo unspecified)	1%	-12%[8.37 µM]	.	?	.	-1%	.
O=C(NCc1ccccc1F)C1CCCN1C(=O)Nc1ccccc1 (stereo unspecified)	2%	3%	-9	?	-1	8%	-2%
CCCn1c(SC/C(O)=C(\C#N)c2nc3ccccc3[nH]2)n[nH]c1=O	-1%	10%	39	59%[activator]	16	30%[activator]	0%
COc1ccc(Nc2nc(NCCN3CCOCC3)nc(Nc3ccc(OC)cc3)n2)cc1	1%	?	-9	13%	-2	6%[0.00184 µM]	-2%
CN(CCOCCOc1ccc(F)cc1)Cc1ccccc1	-5%	1%	.	?	6	-12%	-1%
COc1cccc(CN2CCN(CC#Cc3ccccc3)CC2CCO)c1 (stereo unspecified)	-17%	19%	-12	?	-2	-2%	-2%
CCC(Oc1ccccc1)C(=O)Nc1cc(C(F)(F)F)ccc1N1CCOCC1 (stereo unspecified)	6%	?	.	1.5µM*	.	1.7µM*	.
O=C(CCCN1C(=O)NC2(CCCC2)C1=O)Nc1ccc(Cl)c(S(=O)(=O)N2CCOCC2)c1	-8%	10%	.	?	.	?	.
Cn1cccc1C(=O)NC(=O)CSc1nnc(C2CC2)n1-c1ccccc1	-14%	-3%	11	-1%	-3	14%	2%
O=C(NCc1ccccn1)C(=O)NCC1OCCN1S(=O)(=O)c1ccc([N+](=O)[O-])cc1 (stereo unspecified)	-7%	.	-10	-10%	2	-13%	6%
Cc1ccc(CCNC(=O)C2CCN(S(=O)(=O)c3c(C)nn(C)c3C)CC2)cc1	-1%	3%	-2	?	7	-5%	-3%
C=CCCC(=O)NC1CC(C)(C)Cc2c1cnn2-c1ccc(OC)cc1 (stereo unspecified)	4%	1%	-11	?	-6	3%	2%
CC(Oc1ccc([N+](=O)[O-])cc1)C(=O)NCCCN1CCOCC1 (stereo unspecified)	-1%	-2%	-17	-2%	-3	15%	-1%
CC1CC(C)(C)CC2(C1)NC(=O)N(CC(=O)N(Cc1ccccc1)c1ccccc1)C2=O (stereo unspecified)	0%	-28%	.	?	.	?	.
Clc1nc(Cl)nc(-c2cn(-c3ccccc3)c3ccccc23)n1	-4%	-6%	0	-4%	-1	31%[activator]	-1%
CCOc1ccccc1NC(=O)C(=O)NCC1CCCN1CC (stereo unspecified)	-5%	-3%	-2	10%	-1	7%	2%
CCOC(=O)c1sc2nc(CC(=O)OC)nc(NCCN3CCOCC3)c2c1C	-2%	?	-3	?	-2	?	1%
COc1ccc(NC(=O)CNC(=O)c2sc3ccccc3c2Cl)c(OC)c1	-12%	-9%	.	-22%	.	-7%	.
CCn1c(SCC(=O)NCCc2ccc(Cl)cc2)nnc1-c1cccs1	-2%	-21%	-10	27%	-1	?	6%
O=C(OCC(=O)N1CCc2ccccc21)C1=COCCO1	-10%	10%	56*	?	37*	65%[activator]	-4%
O=C(CN1C(=O)C2CCCCC2C1=O)Nc1nccs1 (stereo unspecified)	-1%	19%	-4	92%[activator]	-5	26%	0%
(further entries)
SMILES	TbPYK inhibitor	HCV inhibitor	Shiga inhibitor	Pf growth 96h	CHX counter	Pf growth 48h	LmPK inhibitor
COCCn1c(SCC(=O)Nc2ccc(OC)c(S(N)(=O)=O)c2)nc2ccccc21	3%	?	-6	?	-2	-10%	6%
Cc1cc(C)c(C#N)c(SCC(=O)Nc2cccc(S(=O)(=O)N3CCCC3)c2)n1	-5%	?	.	?	.	?	.
O=C(NNS(=O)(=O)c1ccc(F)cc1)c1ccc(S(=O)(=O)N2CCCCC2)cc1	-1%	6%	1	?	-2	15%	-4%
COc1ccc(C2CC(c3ccccc3)Nc3nc(NS(C)(=O)=O)nn32)cc1 (stereo unspecified)	-6%	12%	36	10%	-1	2%	0%
COc1ccc([N+](=O)[O-])c(OC)c1C(=O)Nc1ccc(F)cc1F	-5%	1%	5	74%[activator]	-3	18%	-2%
N#Cc1c(-c2ccc(F)cc2)cc(C2CC2)nc1SCC(=O)c1cccs1	-12%	6%	12	?	-1	?	-2%
COc1cc(NC(=O)COC(=O)CC(NC(C)=O)c2ccccc2)cc(OC)c1 (stereo unspecified)	1%	3%	-1	16%	-13	32%[activator]	10%
NC(=S)Nc1cccc(O)c1	0%	1%	-6	25%	1	6%	1%
CC(=O)NCCC(=O)N1CCCC(N(C)CCc2ccccc2)C1 (stereo unspecified)	2%	7%	-10	?	1	7%	-1%
COc1ccc2oc(-c3ccccc3)c(C(=O)N(C)C)c2c1	3%	-16%	-8	6%	-2	-13%	3%
CN(C)CCCn1c2c(c(SCC(=O)Nc3ccc4c(c3)OCO4)nc1=O)CCC2	4%	1%	.	-5%	.	4%	.
COc1ccc(/C=C/C(=O)N2CCOCC2)cc1OC	-1%	4%	-6	-30%	-3	6%	-7%
O=C(Nc1ccncc1)Nc1ccccc1Cl	3%	-19%	49*	?	24*	?	0%
CCOC(=O)C1CCN(C(=O)CCc2c(C)nc3cc(-c4ccccc4)nn3c2C)CC1	-4%	?	36	13%	1	.	-1%
CCOc1cc(/C=C/c2nc3cc(C)c(C)cc3s2)ccc1OCC(=O)N1CCOCC1	-3%	-6%	-92	10µM*	5	?	3%
O=C(/C=C\c1ccc2c(c1)OCO2)NC1(C(=O)Nc2ccc3c(c2)OCO3)CCCCC1	3%	0%	-7	45%[activator]	6	-21%	5%
CCN(C(=O)CN1CCN(C)CC1)c1cccc2ccccc12	6%	-8%	-15	-3%	-6	18%	-3%
CCCC[C@@H]1CNC(=S)N1CCc1cccc2ccccc12	-7%	?	-5	?	0	?	1%
O=C(COC(=O)/C=C/c1cccc(F)c1)NNC(=O)c1ccccc1	-5%	14%	-22	?	-5	6%	0%[11.5 µM]
